# TRPC6 activator: activators of mouse TRPC6 channel | HEK293-TRPC6 membrane potential dye fluorescence; hits give high values | B-score at 10 µM | 310,000 tested, 0.13% active | AID 2550;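 active = B-score of the integrated fluorescence ratio above library mean plus 3 SD, and starting fluorescence ratio within library mean plus 5 SD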;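 note: higher score means more depolarization so channel activation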
# TRPC6 inhibitor: blocks the mouse TRPC6 cation channel. 310,000 tested, 1.1% active. HEK293-TRPC6, membrane potential dye, ACh-evoked depolarization; hits give low values. Q61143. B-score at 10 µM;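 active = B-score under library mean minus 3 SD, initial fluorescence not abnormally high, positive integrated signal ratio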;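 note: B-score derived from integrated fluorescence ratio over the kinetic read; more negative B-score means stronger inhibition of depolarization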
# RGS4 pot: potentiators or activators of RGS4; 310,000 tested, 0.92% active; AID 463111; B-score at 10 µM; HEK293 M3R/inducible RGS4, carbachol calcium flux Fluo4; hits give low values;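 active = B-score of the integrated calcium signal more than 4 SD below the library mean, with starting fluorescence not abnormally high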;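 note: negative B-score means reduced calcium response which marks RGS4 activation or potentiation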
#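 System – HEK293 FlpIn-TREx cells, stable M3R, doxycycline-inducible RGS4 · Reagent – ECmax carbachol challenge · Times – compound preincubation 20 min at room temperature before agonist · Technique – Fluo4 fluorescence kinetic imaging of calcium · Measure – B score of integrated Fluo4 ratio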
# MrgX1 PAM: allosterically activates human MrgX1 receptor signaling | Q96LB2 | MrgX1-HEK293, Fluo-4 calcium flux, FDSS; hits give high values | B-score at 10 µM | 310,000 tested, 0.63% active;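 active = plate-corrected calcium response at least 3 library SD above typical, normal starting fluorescence, not activating the receptor alone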;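 note: compound read alongside a low EC10 to EC30 dose of BAM8-22 agonist; peak minus trough fluorescence over baseline measured at the second addition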
# Target sequence (Q96LB2 whole entry, looked up): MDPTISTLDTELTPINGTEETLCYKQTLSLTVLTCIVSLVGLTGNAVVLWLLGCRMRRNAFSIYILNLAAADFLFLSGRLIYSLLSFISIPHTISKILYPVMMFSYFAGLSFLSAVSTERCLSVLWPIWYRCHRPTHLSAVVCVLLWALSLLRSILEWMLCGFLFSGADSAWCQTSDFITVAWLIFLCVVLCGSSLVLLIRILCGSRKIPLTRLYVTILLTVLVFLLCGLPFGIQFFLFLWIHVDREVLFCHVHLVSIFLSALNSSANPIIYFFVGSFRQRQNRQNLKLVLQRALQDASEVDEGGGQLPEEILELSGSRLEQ
# MrgX1 antag: blocks BAM8-22 activation of human MrgX1 receptor | MRGX1-HEK293 calcium flux, Fluo-4, BAM8-22 antagonism; hits give low values | AID 588676 | 310,000 tested, 1.3% active | Q96LB2 | B-score at 10 µM;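 active = calcium-response B-score plate-corrected more than 3 library SD below zero, starting fluorescence within 5 deviations, no agonist response on first addition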;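 note: peak minus trough fluorescence over baseline after final BAM8-22 challenge near maximal dose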
# Platelet DG rel: modulates dense granule release in human platelets; inhibition, %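 (compounds screened at 7.5 µM in platelet-rich plasma)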; human platelet-rich plasma, SFLLRN dense granule ATP release, luminescence; 300,000 tested, 0.22% active;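 active = mean replicate score, as percent of positive control, at or above 50; inconclusive = mean below 50 but at least one replicate at or above 50; inactive = mean and every replicate below 50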
# MrgX1 ag: activates human MrgX1 receptor signaling; Q96LB2; MrgX1-HEK293 cells, Fluo-4 calcium fluorescence, agonist mode; hits give high values; B-score at 10 µM; 310,000 tested, 0.44% active; AID 588627;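 active = calcium response B-score plate-corrected fluorescence ratio at least 3 library SD, with starting fluorescence B-score inside 5 SD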
#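 Assay system: MrgX1-expressing HEK293 cells / Amount: fifteen thousand cells per well / Doses: test compound in the initial addition of three / Timing: cells plated overnight, dye loaded 0.5 h 37 °C, 0.5 h room temperature / Technique: kinetic calcium dye fluorescence, Fluo-4 NW / Control set: positive and negative controls per plate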
# RGS4 block: human RGS4 inhibition | P49798 | B-score at 10 µM | 310,000 tested, 0.45% active | HEK293 M3R/RGS4 inducible, Fluo-4 calcium flux; hits give high values; triggered by carbachol at its EC20;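 active = B-score, a plate-corrected calcium signal, over three deviations above library mean, with baseline fluorescence within five deviations of library mean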;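 note: RGS4 expression induced by doxycycline in cells with stable M3 receptor; B-score is computed from the integrated fluorescence ratio over baseline after carbachol; higher B-score means a larger calcium signal and so more RGS4 inhibition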
# Target sequence (P49798 whole entry, looked up): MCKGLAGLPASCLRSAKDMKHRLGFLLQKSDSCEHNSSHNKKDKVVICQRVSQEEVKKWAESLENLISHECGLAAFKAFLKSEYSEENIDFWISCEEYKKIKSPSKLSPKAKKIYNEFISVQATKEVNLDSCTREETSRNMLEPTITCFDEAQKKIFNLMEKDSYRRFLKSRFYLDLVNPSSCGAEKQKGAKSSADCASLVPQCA
# TRPC4 inh: inhibitors of mouse TRPC4 channel; Q9QUQ5; HEK293 TRPC4beta/mu-opioid, DAMGO-evoked Fluo4 calcium flux; hits give low values; B-score at 10 µM; 300,000 tested, 0.39% active;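 active = B-score over 3 SD under the library average, no early fluorescence shift, positive overall ratio signal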
#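 System: stable TRPC4beta/mu-opioid receptor HEK293 cells; Dosing: single-point compound dosing; Measured by: Fluo4 Ca2+ flux fluorescence; Read-out basis: per-well B score of integrated baseline-normalized Fluo4 ratio.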
# SKKanGAS inh: blocks kanamycin growth of S. pyogenes SKKanGAS strain; inhibition, % at 7.5 µM; BacTiter-Glo, 6 h; 300,000 tested, 1.3% active;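 active = mean replicate score, as percent of positive control median, at least 50; inconclusive = mean below 50 but one replicate at or above 50; inactive = mean and every replicate below 50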;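 note: strain carries kanamycin resistance gene driven by streptokinase promoter and grows in 40 µg/ml kanamycin; loss of luminescence reflects streptokinase promoter inhibition or plain growth inhibition; 0% = median of DMSO wells and 100% = positive control at its reference dose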
# HIF activator: HIF pathway transcriptional activation; U2OS HRE-luciferase reporter, luminescence; normalized: DMSO 0%, desferrioxamine 100%; activation, % at 7.5 µM (by protocol); 300,000 tested, 0.32% active; AID 1910;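 active = mean activation of at least 10% of the iron chelator positive control signal, with at least half of replicates also reaching 10%; inconclusive = mean and replicate majority disagree about reaching 10%; inactive = mean and most replicates under 10%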
# Starred values were filed as active, the others as inactive; i = inactive; ? = inconclusive; . = no result given.
SMILES	TRPC6 activator	RGS4 block	MrgX1 PAM	SKKanGAS inh	TRPC6 inhibitor	MrgX1 antag	TRPC4 inh	RGS4 pot	Platelet DG rel	HIF activator	MrgX1 ag
CCN(CC)CCNC(=O)Cn1cnc2sc(C)c(S(=O)(=O)N3CCN(c4ncccn4)CC3)c2c1=O	i	i	i	-21	i	i	i	i	-7	0.2	i
O=C(COC(=O)c1cccc(C(=O)OCC(=O)NC2CCCCC2)n1)NC1CCCCC1	i	i	i	-4	i	i	i	i	3	0.0	i
COc1ccc(NC(=O)CN(C)C(=O)C2=COCCO2)cc1	i	i	i	-10	i	i	i	i	-22	-0.2	i
CCN(CC)S(=O)(=O)c1ccc(Oc2cccc(C(C)=O)c2)nc1	i	i	i	-9	i	i	i	i	-3	0.0	i
Cc1cc(=O)oc(C)c1C(=O)NCCCN1C(C)CCCC1C (centres undefined)	i	i	i	-8	i	i	i	i	-11	-0.5	i
Cn1c(Cc2ccccc2)nnc1SCC(=O)Nc1ccccc1	i	i	i	-6	i	i	i	i	0	-0.6	i
COc1ccccc1NC(=O)c1nn(C)c(C(=O)Nc2ccccc2OC)c1[N+](=O)[O-]	i	i	i	8	i	i	i	i	-2	-0.8	i
COc1ccc(NC(=O)CSc2nc(C)c3c(c2C#N)CCCC3)cc1	i	i	i	10	i	i	i	i	2	0.0	i
O=C(CN1C2CCCC1CC(NC(=O)C1CCCCC1)C2)Nc1ccccc1C(F)(F)F (centres undefined)	i	i	i	5	i	i	i	i	-2	1.2	i
O=C(Nc1cccc(F)c1)C1CCCN(S(=O)(=O)c2cnc[nH]2)C1 (centres undefined)	i	i	i	-6	i	i	i	i	-4	0.3	i
CC(=O)Nc1scc(-c2ccccc2)[n+]1-c1ccc(C)cc1	i	i	i	12	i	i	i	i	-3	-0.4	i
CC(C)N1C(=O)c2ccccc2C1C(=O)NC1CCCCCC1 (centres undefined)	i	i	i	0	i	i	i	i	19	0.2	i
Cc1nc2c(C)cccn2c(=O)c1NC(=O)c1cccc2ccccc12	i	i	i	-8	i	i	i	i	3	-0.3	i
Cn1c(C(=O)OC(C(=O)NC2CCCCC2)c2cccnc2)cc2sccc21 (centres undefined)	i	i	i	-6	i	i	i	i	10	-0.5	i
Cc1cc(C(=O)OCC(=O)Nc2cc(C)on2)c2ccccc2n1	i	i	i	1	i	i	i	i	6	0.2	i
COC(=O)c1ccc(C2C(C(=O)c3ccc(C)o3)=C(O)C(=O)N2c2cc(C)on2)cc1 (centres undefined)	i	i	i	-5	i	i	i	i	12	-0.6	i
CCC(C(=O)OCC(=O)NC(=O)c1ccccc1OC)c1ccccc1 (centres undefined)	i	i	i	0	i	i	i	i	.	-0.7	i
O=C(COC(=O)c1cccnc1)Nc1cccc2ccccc12	i	i	i	-2	i	i	i	i	4	-1.9	i
CCCCN1C(=S)NC[C@@H]1Cc1ccccc1	i	i	i	6	i	i	i	i	5	0.8	i
CC(CCc1ccccc1)NC(=O)CNC(=O)N1CC(=O)Nc2ccccc21 (centres undefined)	i	i	i	-2	i	i	i	i	-1	1.4	i
CCOC(=O)C1CCCN(C(=O)c2cccs2)C1 (centres undefined)	i	i	i	-6	i	i	i	i	0	0.4	i
OCC1(CCOc2ccccc2)CCN(Cc2ccccc2C(F)(F)F)CC1	i	i	i	-1	i	i	i	i	0	0.6	i
CCC1(C)Cc2c(sc3[nH]c(=S)n(Cc4ccccc4)c(=O)c23)CO1 (centres undefined)	i	i	i	30	i	i	i	i	-36	0.0	i
O=C(c1ccccc1)C1CN(Cc2ccccc2)CCC1(O)c1ccccc1 (centres undefined)	i	i	i	-2	i	i	i	i	6	-0.4	i
CC1CCCC(NC(=O)COC(=O)c2ccccc2NC(=O)c2ccco2)C1C (centres undefined)	i	i	i	2	i	i	i	i	-4	-0.6	i

# (continued)
SMILES	TRPC6 activator	RGS4 block	MrgX1 PAM	SKKanGAS inh	TRPC6 inhibitor	MrgX1 antag	TRPC4 inh	RGS4 pot	Platelet DG rel	HIF activator	MrgX1 ag
COc1ccc(CCNC(=O)C2CCC(=O)N(C3CCCCCC3)C2)cc1 (centres undefined)	i	i	i	-1	i	i	i	i	1	-0.3	i
Cc1sc2nc(CN3CCOCC3)nc(NS(=O)(=O)c3ccccc3)c2c1C	i	i	i	6	i	i	i	i	5	-0.2	i
CCC(=O)N/C(=N/c1nc(C)cc(C)n1)Nc1ccccc1	i	i	i	-5	i	i	i	i	-6	0.1	i
COc1ccc(-c2cn(CCc3c[nH]c4ccccc34)nn2)cc1	i	i	i	-4	i	i	i	i	-1	1.4	i
Cc1ccc(CS(=O)(=O)CCC(=O)NCCCOC(C)C)cc1	i	i	i	-1	i	i	i	i	-1	0.1	i
CCn1ncc(C2=NOC(C(=O)Nc3cccnc3)C2)c1C (centres undefined)	i	i	i	7	i	i	i	i	-9	0.0	i
COc1ccccc1-c1nnc(NC(=O)CSc2nncn2C)s1	i	i	i	0	i	i	i	i	0	0.3	i
Cc1c(C(=O)NC(=S)Nc2ccc(NC(=O)c3cccs3)cc2)oc2ccccc12	i	i	i	2	i	i	i	i	9	-0.4	i
COc1ccc(C(c2oc(CO)cc(=O)c2O)c2oc(CO)cc(=O)c2O)cc1OC	i	i	i	-1	i	i	i	i	-1	-0.6	i
COc1ccccc1NC(=S)NC(=O)c1ccc(Cn2cc(Br)cn2)cc1	i	i	i	1	i	i	i	i	8	-0.9	i
NC(=O)C1CCN(C(=O)c2cc(S(=O)(=O)N3CCOCC3)ccc2Cl)CC1	i	i	i	1	i	i	i	i	-28	-0.5	i
CC1(OC(=O)C2CCCC2)C(=O)C=C2C=C(c3ccsc3)N(Cc3ccco3)C=C2C1=O (centres undefined)	i	i	i	25	i	i	i	i	1	0.3	i
CC(=O)c1ccc(NS(=O)(=O)c2cc3c(cc2C)N(C)CCO3)cc1	i	i	i	-2	i	i	i	i	4	0.6	i
Cc1cc(C(=O)N/N=C/c2ccc(-c3ccccc3Cl)o2)n[nH]1	i	i	i	-6	i	i	i	i	0	1.8	i
CC(C)(C)c1cc(CN2CCOCC2)c(C(=O)O)o1	i	i	i	1	i	i	i	i	-1	0.6	i
O=c1c(-c2ccccc2)nnc2sc(COc3ccc(Br)cc3)nn12	i	i	i	0	i	i	i	i	1	-0.5	i
Cc1c(C(=O)NCc2ccccc2)oc2ccc(S(=O)(=O)N3CCCC3)cc12	i	i	i	1	i	i	i	i	-3	-0.5	i
Cc1ccc(CNC(=O)c2ccc(N3CCC4(CC3)CC(c3ccccc3)=NO4)c(NC(=O)c3ccco3)c2)cc1	i	i	i	22	i	i	i	i	-12	-7.0	i
OCCN1C[C@H](O)[C@@H](O)[C@H](O)[C@H]1CO	i	i	i	2	i	-9.5*	i	i	-6	-0.4	i
CCN1CCN(C(CNS(=O)(=O)c2ccc(OC)cc2)c2cccnc2)CC1 (centres undefined)	i	i	i	-1	i	i	i	i	1	-0.1	i
Cc1cccc(-n2ncc3c2CCCC3NC(=O)CCN2Cc3ccccc3C2=O)c1C (centres undefined)	i	i	i	?	i	i	i	i	-12	-0.6	i
O=C(CN1C(=O)S/C(=C\c2ccccc2F)C1=O)Nc1ccccc1O	i	i	i	-5	i	i	i	i	1	0.8	i
O=C(O)CC(Cc1ccc(Cl)cc1)C(=O)Nc1ccc([N+](=O)[O-])cc1 (centres undefined)	i	i	i	-1	i	i	i	i	-6	-0.6	i
CCOP(=O)(OCC)c1nc(/C=C/c2ccccc2)oc1NCc1ccccc1	i	i	i	0	i	i	i	i	0	-1.0	i
Cc1cc(O)ccc1Nc1nc(-c2sc(N)nc2C)cs1	i	i	i	13	i	i	i	i	2	.	i

# The listing continues.
SMILES	TRPC6 activator	RGS4 block	MrgX1 PAM	SKKanGAS inh	TRPC6 inhibitor	MrgX1 antag	TRPC4 inh	RGS4 pot	Platelet DG rel	HIF activator	MrgX1 ag
Cc1ccc(C2=CC(c3ccccc3)n3ncnc3N2)cc1 (centres undefined)	i	i	i	3	i	i	.	i	-4	0.2	i
O=C(NCc1ccccc1Cl)C1CC(=O)N(Cc2ccccc2)C1 (centres undefined)	i	i	i	-1	i	i	i	i	4	-0.1	i
Cn1c(=O)c2c(ncn2CC(=O)Nc2nc(-c3ccccc3Cl)cs2)n(C)c1=O	i	i	i	-1	i	i	i	i	2	-0.2	i
CC(C)C(OC(=O)c1nsc(Cl)c1Cl)C(=O)NC(C)(C)C (centres undefined)	i	i	i	6	i	i	i	i	2	-0.7	i
Nc1cc(=O)[nH]c(SCC(=O)N2CCCc3ccccc32)n1	i	i	i	8	i	i	i	i	-2	-0.4	i
Cc1occc1-c1nnc(SCC(=O)O)n1-c1ccccc1	i	i	i	-1	i	i	i	i	-1	-0.3	i
CCOC(=O)c1c(NC(=O)c2cccnc2)sc(C)c1C	i	i	i	-11	i	i	i	i	-4	-0.3	i
Cc1cc(-c2ccccc2)nc(Oc2ccc(C(C)(C)C)cc2)c1S(C)(=O)=O	i	i	i	0	i	i	i	i	-16	-0.4	i
CC(C)(C)NC(=O)NC(=O)COC(=O)c1cccc(F)c1	i	i	i	-2	i	i	i	i	-1	-0.3	i
COc1ccccc1OCCOc1ccc(/C=C2\C(=N)N3N=C(C)SC3=NC2=O)cc1	i	i	i	6	i	i	i	i	-3	-1.4	i
O=C1C=C(N2CCCCCC2)C(=O)N1c1ccc(Cl)cc1	i	i	i	1	i	i	i	-7*	0	4.9	i
O=C(c1ccccc1O)N1CCOCC1	i	i	i	1	i	i	i	i	-5	0.0	i
Cc1cc(C)nc(Nc2n[nH]c(-c3ccc(C(C)(C)C)cc3)n2)n1	i	i	i	44	i	i	i	i	-1	0.4	i
O=C1C2C3C=CC(CC3)C2C(=O)N1c1ccccc1 (centres undefined)	i	i	i	-1	i	i	i	i	2	-2.1	i
CC(C)N(CC#CCC1(O)c2ccccc2-c2ccccc21)CCO	i	i	i	-3	i	-6*	i	i	4	-0.1	i
CC(C)NC(=S)NC(=O)c1ccc(Cl)cc1Cl	i	i	i	1	i	i	i	i	-6	0.2	i
CN(C)C=NC(=O)c1cc(C(=O)c2ccc(C(C)(C)C)cc2)c[nH]1	i	i	i	5	i	i	i	i	13	2.7	i

# Assay outcomes as filed in PubChem BioAssay.
